# Screens: PubChem, several laboratories
# bIAP activator: intestinal alkaline phosphatase (bovine) activation; purified bovine IAP, CDP-star luminescence, 30 min; stronger effect = higher value; fold of DMSO-control signal, blank-subtracted; activation factor at 20 µM; 200,000 tested, 0.17% active; AID 1016;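 active = activation factor of 2 or more at 20 µM, a signal rise over negative controls twice the positive control's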
# bIAP inh: intestinal alkaline phosphatase (bovine) inhibition; purified bovine IAP, CDP-star luminescence, 30 min; inhibition, % at 20 µM; 190,000 tested, under 10 active; AID 1019;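 active = over 50% inhibition of intestinal alkaline phosphatase at 20 µM in the single-dose screen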
#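 System: Purified bovine intestinal alkaline phosphatase (IAP) enzyme | Input: IAP diluted 1/65,000,000 in the well | Also added: CDP-star chemiluminescent phosphatase substrate, 30 µM final | Dosing: 20 µM single dose | Times: Enzyme reaction for 30 min at room temperature | Detection: Luminescence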
# ROMK primary: modulates human ROMK potassium channel activity. Tet-inducible ROMK, thallium flux fluorescence; actives lie on both sides. B-score at 10 µM. 130,000 tested, 2% active. P48048;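 active = signal ratio slope over the read window, or its plate-corrected B-score, at least 3 SD from the plate mean, either direction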;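 also: B-score of the F/F0 ratio slope over 7 to 12 s after thallium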
# PPARg SRC1 recr: promotes SRC-1 coactivator recruitment by human PPARgamma | 200,000 tested, 0.41% active | AID 631 | PPARgamma-SRC-1 coactivator recruitment biochemical assay | activation, % at 8 µM; in the data active = activation above about 19%;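 also: 0% = DMSO and 100% = reference agonist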
# Target sequence (P37231 whole entry, looked up): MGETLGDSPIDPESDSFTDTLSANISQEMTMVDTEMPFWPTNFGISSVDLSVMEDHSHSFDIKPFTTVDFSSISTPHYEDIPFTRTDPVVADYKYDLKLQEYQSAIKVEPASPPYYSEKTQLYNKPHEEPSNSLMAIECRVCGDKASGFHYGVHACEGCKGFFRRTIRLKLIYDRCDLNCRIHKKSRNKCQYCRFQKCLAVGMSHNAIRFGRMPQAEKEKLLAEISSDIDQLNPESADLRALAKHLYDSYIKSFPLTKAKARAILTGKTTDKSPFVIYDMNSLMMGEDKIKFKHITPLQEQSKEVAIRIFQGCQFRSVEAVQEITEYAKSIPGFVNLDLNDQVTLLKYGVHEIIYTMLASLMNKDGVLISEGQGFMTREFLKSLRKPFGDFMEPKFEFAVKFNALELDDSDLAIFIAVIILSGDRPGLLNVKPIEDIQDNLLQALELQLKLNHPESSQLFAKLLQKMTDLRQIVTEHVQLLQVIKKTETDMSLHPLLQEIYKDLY
# PPARg SRC3 recr: promotes SRC-3 coactivator recruitment by human PPARgamma; P37231; biochemical PPARgamma/SRC-3 coactivator recruitment assay; activation, % at 8 µM; 200,000 tested, 0.26% active; in the data active = activation above about 23%;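 also: 0% = DMSO and 100% = reference agonist; some compounds past the cut are filed as inactive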
# PPARg SRC2 recr: promotes SRC-2 coactivator recruitment by human PPARgamma; activation, % at 8 µM; P37231; 200,000 tested, 0.34% active; PPARgamma LBD-SRC-2 recruitment, biochemical; in the data active = activation above about 22%;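 also: 0% = vehicle and 100% = reference agonist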
# S1P3 antag: antagonists of human S1P3 receptor | CHO S1P3 NFAT-BLA reporter, FRET fluorescence, antagonist mode | inhibition, % at 4.98 µM | AID 485 | 170,000 tested, 0.27% active | Q99500;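 active = inhibition above the plate cutoff, the mean inhibition of test wells on that plate plus 3 SD, cut at about 28% in these data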;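 also: cells challenged with S1P at its EC80 of 0.8 µM; blue over green emission ratio from cleaved BLA substrate after 4 h stimulation; 0% = S1P-stimulated wells and 100% = unstimulated DMSO-only wells; some compounds past the cut are filed as inactive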
# Target sequence (Q99500 whole entry, looked up): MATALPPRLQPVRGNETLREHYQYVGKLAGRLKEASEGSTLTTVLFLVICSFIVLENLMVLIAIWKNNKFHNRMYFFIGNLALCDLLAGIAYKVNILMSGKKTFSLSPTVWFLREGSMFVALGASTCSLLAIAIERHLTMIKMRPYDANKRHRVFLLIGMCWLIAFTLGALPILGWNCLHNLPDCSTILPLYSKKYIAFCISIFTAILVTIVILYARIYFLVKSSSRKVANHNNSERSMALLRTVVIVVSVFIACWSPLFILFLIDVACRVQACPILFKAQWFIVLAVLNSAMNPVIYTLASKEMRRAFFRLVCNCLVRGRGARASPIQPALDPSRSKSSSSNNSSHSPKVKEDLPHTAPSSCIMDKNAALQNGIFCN
# TLR4 MyD88 comp: blocks binding of human TLR4 to MyD88; inhibition, % at 8.4 µM; AID 861; O00206+Q99836; HeLa CL3-4 TLR4/MyD88 BLA complementation, FRET ratio; 200,000 tested, 0.18% active; in the data active = inhibition above about 25%;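 also: 0% = vehicle and 100% = reference inhibitor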
# Lmaj promast: reduces viability of Leishmania major promastigotes; resazurin fluorescence viability; 200,000 tested, 9% active; inhibition, % at 10 µM; AID 1063; in the data active = inhibition above about 50%;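 also: promastigotes grown with compound for 44 hours at 28 °C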
# TR-FRET SRC-2 ct: TR-FRET artefact, counter-screen to PPARgamma/SRC-2 agonist assay; stronger effect = higher value; TR-FRET ratio at 8 µM; 200,000 tested, 0.4% active; in the data active = TR-FRET ratio above about 2000; also: inactives centre near 1500; reference of the scale not given here
# DTT redox prof: compounds producing H2O2 with reducing agent – biochemical, NIH compound library profiling, artefact control for MLSCN library redox annotation, primary screen | activation, % at 10 µM | 200,000 tested, 0.03% active | DTT-dependent redox cycling H2O2, phenol red/HRP absorbance; 100% = 100 µM peroxide control, 0% = buffer;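 active = activation of at least 50% relative to the plate's high and low controls in the primary single-dose screen; inactive = activation below 50%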;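 also: compound incubated with DTT at 0.8 mM final as the reducing agent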
# An asterisk follows results filed as active; nt = not tested or not shown.
1. O=C1CC(N2CCN(c3ccccc3Cl)CC2)C(=O)N1c1ccccc1 (stereo not given)
2. CN(C)CCNc1c(N)c(=O)oc2ccccc12
3. Cc1nc2ccccc2n1-c1nc(-c2ccco2)cc(C(F)(F)F)n1
4. COCCNc1nc(=S)[nH]c2cc(OC)c(OC)cc12
5. COc1cccc2sc(N(CCCN(C)C)C(=O)COc3ccc(Cl)cc3)nc12
6. CN(C)c1ccc(N/C=C/C(=O)C(C)(C)C)cc1
7. Cc1ccc2cc(C#N)c(SCc3nnc(-c4ccccc4[N+](=O)[O-])o3)nc2c1
8. O=C(c1cnn2c(C(F)(F)F)cc(-c3ccco3)nc12)N1CCCc2ccccc21
Assay by compound,1,2,3,4,5,6,7,8
bIAP activator,0.9,1,0.9,0.9,0.9,1,0.2,1
bIAP inh,6,2,9,14,6,0,nt,0
ROMK primary,nt,nt,nt,-0.054,-1.1,0.041,nt,0
PPARg SRC1 recr,5,-1,-1,5,0,13,8,-1
PPARg SRC3 recr,2,-1,-1,6,-6,70*,-2,-20
PPARg SRC2 recr,8,-2,1,6,-9,81*,7,-3
S1P3 antag,-6,-4,12,-42,-4,nt,-6,17
TLR4 MyD88 comp,-21,-2,15,6,-1,0,5,4
Lmaj promast,-2,-4,-3,19,8,54*,33,-5
TR-FRET SRC-2 ct,1580,1581,1350,1724,1542,2723*,1661,1725
DTT redox prof,3.7,0.0,-2.4,2.4,-0.3,-0.4,-0.2,-1.0

9. COc1ccccc1OCCCC(=O)Nc1ccc([N+](=O)[O-])cc1Br
10. CCCCOC(=O)C1=C(C)Nc2ncnn2C1c1cc(OC)c(OC)cc1OC (stereo not given)
11. CCc1ccc2ncc(S(=O)(=O)c3ccc(C)c(C)c3)c(N3CCCC3)c2c1
12. O=C(Nc1ccc(F)cc1)c1ccc(Cn2cnnn2)cc1
13. CCCCCn1c(SCC(=O)c2ccccc2)nc2cc(C(=O)NCc3ccco3)ccc2c1=O
14. NS(=O)(=O)c1ccc(N/N=C/c2cn(-c3ccccc3)nc2-c2cccs2)c([N+](=O)[O-])c1
15. Cc1c(NC(=O)c2ccccc2N)cccc1C(=O)O
16. CCCOc1ccc(N2CC(C(=O)NCCc3ccc(OC)c(OC)c3)CC2=O)cc1 (stereo not given)
Assay by compound,9,10,11,12,13,14,15,16
bIAP activator,0.9,1,1.3,1,1,0.8,1,1
bIAP inh,5,-1,-30,-3,-2,22,4,-3
ROMK primary,0.26,nt,nt,1.3,nt,0.002,-0.11,1
PPARg SRC1 recr,2,0,-2,-1,7,-4,8,-9
PPARg SRC3 recr,4,1,3,-3,2,0,8,1
PPARg SRC2 recr,12,7,4,3,7,1,11,4
S1P3 antag,6,12,-18,-9,nt,-32,-24,-7
TLR4 MyD88 comp,-8,-8,-10,-6,-11,19,7,-6
Lmaj promast,-6,4,30,-3,-5,0,-2,-3
TR-FRET SRC-2 ct,1679,1544,1634,1657,1483,1267,1727,1626
DTT redox prof,-0.2,-1.4,1.1,-0.2,2.0,-0.3,0.4,0.7

17. COc1ccc(Nc2nc(C)cc(=O)[nH]2)cc1
18. CCOc1ccc(N2C(=O)CC(SC(=NC)Nc3cccc(F)c3)C2=O)cc1 (stereo not given)
19. CCCOc1ccc(CNC(=S)NCc2ccc(OC(C)C)cc2)cc1
20. O=c1cc(-c2ccccc2)c2ccccc2[nH]1
21. CN(C)C(=O)NC(NC(=S)Nc1ccccc1)C(Cl)(Cl)Cl (stereo not given)
22. COC(=O)c1nc(-c2ccc(C)cc2)oc1N(C)C
23. O=C(NCc1ccco1)c1cnn2c(C(F)(F)F)cc(-c3cccs3)nc12
24. Cc1nc(N2N=C(c3ccc(Cl)cc3)CC2c2ccco2)sc1C(=O)N(C)C (stereo not given)
Assay by compound,17,18,19,20,21,22,23,24
bIAP activator,0.9,0.9,1,1,1.1,1.1,0.9,1.5
bIAP inh,7,14,-2,0,-12,-6,5,-51
ROMK primary,-0.21,nt,0.35,nt,-1.3,nt,-0.72,-1.9
PPARg SRC1 recr,0,0,4,-6,1,0,1,2
PPARg SRC3 recr,7,4,0,1,2,-14,5,6
PPARg SRC2 recr,4,12,-2,-6,-3,6,4,15
S1P3 antag,nt,-24,-5,-29,-4,27,-14,1
TLR4 MyD88 comp,5,3,24,5,-3,3,4,13
Lmaj promast,-2,-1,5,4,8,-1,8,29
TR-FRET SRC-2 ct,1407,1682,1591,1436,1510,1357,1823,1624
DTT redox prof,0.6,-1.6,-0.2,1.7,-0.5,1.9,0.3,-0.2

25. CC1CCc2nn(CC(=O)Nc3ccc(F)cc3F)cc2C1 (stereo not given)
26. CCCn1c(SCC(=O)Nc2cc(Cl)ccc2Cl)n[nH]c1=O
27. COc1cc([N+](=O)[O-])c(N2CCOCC2)c([N+](=O)[O-])c1OC
28. CN(C)CCOCCOc1ccc(Cl)cc1Br
29. Nc1[nH]n2c(=O)cc(-c3ccccc3)nc2c1N=Nc1ccc(S(N)(=O)=O)cc1
30. Cc1c(-c2cc(C(=O)O)c3ccccc3n2)cnn1C
31. CCn1nnc(-c2ccccc2NS(=O)(=O)c2ccc(C(=O)OC)cc2)n1
32. CCOc1ccccc1C(=O)N1CCN=C1SC
Assay by compound,25,26,27,28,29,30,31,32
bIAP activator,0.9,1.1,1,1,0.9,1.2,1,1
bIAP inh,11,-11,2,-4,8,-25,-1,2
ROMK primary,nt,-0.52,0.022,-0.039,-0.12,1.2,-1,nt
PPARg SRC1 recr,1,9,11,10,8,3,1,6
PPARg SRC3 recr,6,-1,2,3,2,2,0,-7
PPARg SRC2 recr,-4,-4,7,-3,12,3,-1,2
S1P3 antag,-29,-1,1,-13,-11,-20,-23,9
TLR4 MyD88 comp,-6,9,0,8,-8,1,-7,0
Lmaj promast,-8,1,-4,93*,-1,-7,-1,7
TR-FRET SRC-2 ct,1393,1471,1650,1603,1408,1551,1562,1409
DTT redox prof,0.1,0.5,-2.0,-0.1,-0.9,-0.3,0.2,2.1

# Just PPARg SRC2 recr, ROMK primary and TLR4 MyD88 comp, for two of the compounds above:
nr	structure	PPARg SRC2 recr	ROMK primary	TLR4 MyD88 comp
27	COc1cc([N+](=O)[O-])c(N2CCOCC2)c([N+](=O)[O-])c1OC	7	0.022	0
25	CC1CCc2nn(CC(=O)Nc3ccc(F)cc3F)cc2C1 (stereo not given)	-4	nt	-6

# Other results follow.
33. O=C(Cc1ccc(-c2ccccc2)cc1)OCC(=O)N1CCCC1=O
34. O=C(O)CCCC(=O)N1CCN(c2nc(-c3ccccc3)c3ccccc3n2)CC1
35. C=CCn1c(COc2ccc(Cl)cc2)nnc1SCC(=O)Nc1ccc(S(N)(=O)=O)cc1
36. O=c1[nH]c2cc3c(cc2cc1C(c1nnnn1Cc1ccccc1)N1CCN2CCCC2C1)OCCO3 (stereo not given)
37. O=C(NC1CCCc2ccccc21)C1CCN(S(=O)(=O)c2ccccc2)CC1 (stereo not given)
38. O=C(/C=C/c1ccco1)NCC1CCCO1 (stereo not given)
39. c1cnc2ccc(C(c3nnnn3C3CCCCC3)N3CCN4CCCC4C3)cc2c1 (stereo not given)
40. Nc1nc(-c2cccc(Br)c2)cs1
Assay by compound,33,34,35,36,37,38,39,40
bIAP activator,1.1,1.1,1,1.1,0.6,1,1,0.7
bIAP inh,-13,-10,2,-14,39,3,0,33
ROMK primary,0.92,nt,2.5,-3.2,-0.89,1.3,-1.2,0.88
PPARg SRC1 recr,4,3,8,0,3,0,3,5
PPARg SRC3 recr,1,3,0,12,2,17,16,20
PPARg SRC2 recr,6,4,8,0,-2,7,2,7
S1P3 antag,-14,-29,-16,2,-4,nt,nt,nt
TLR4 MyD88 comp,-18,6,-7,3,-1,13,-7,2
Lmaj promast,-6,4,-9,-7,1,-3,72*,-8
TR-FRET SRC-2 ct,1732,1696,1503,1871,1604,1580,1575,1771
DTT redox prof,-2.0,-3.0,-0.5,1.4,-0.7,-5.0,-0.2,0.4

# Whole records, quoted from the list. Values in the order: bIAP activator, bIAP inh, ROMK primary, PPARg SRC1 recr, PPARg SRC3 recr, PPARg SRC2 recr, S1P3 antag, TLR4 MyD88 comp, Lmaj promast, TR-FRET SRC-2 ct, DTT redox prof
# O=C(/C=C/c1ccco1)NCC1CCCO1 (stereo not given) is entered as 1, 3, 1.3, 0, 17, 7, nt, 13, -3, 1580, -5.0
# O=c1[nH]c2cc3c(cc2cc1C(c1nnnn1Cc1ccccc1)N1CCN2CCCC2C1)OCCO3 (stereo not given) is entered as 1.1, -14, -3.2, 0, 12, 0, 2, 3, -7, 1871, 1.4
# c1cnc2ccc(C(c3nnnn3C3CCCCC3)N3CCN4CCCC4C3)cc2c1 (stereo not given) is entered as 1, 0, -1.2, 3, 16, 2, nt, -7, 72*, 1575, -0.2
# O=C(NC1CCCc2ccccc21)C1CCN(S(=O)(=O)c2ccccc2)CC1 (stereo not given) is entered as 0.6, 39, -0.89, 3, 2, -2, -4, -1, 1, 1604, -0.7
# C=CCn1c(COc2ccc(Cl)cc2)nnc1SCC(=O)Nc1ccc(S(N)(=O)=O)cc1 is entered as 1, 2, 2.5, 8, 0, 8, -16, -7, -9, 1503, -0.5

# Next records:
41. CCN(CC)S(=O)(=O)c1ccc(C(=O)Nc2ccc3c(c2)OCO3)cc1
42. COc1ccc(NC(=O)CCN2CCOCC2)c(OC)c1
43. C#CCNC(=O)C1=C[C@@H](C2CCCCC2)C[C@@H](OCCCCO)O1
44. CC(C)n1cc(/C=C2/NC(=O)NC2=O)c2ccccc21
45. CN(C)c1ccc(/C=[N+](\[O-])C2N(c3ccccc3)C(=S)SC2(C)C)cc1 (stereo not given)
46. Cc1ccc(C(=O)NC2CCS(=O)(=O)C2)cc1S(=O)(=O)N1CCCCCC1 (stereo not given)
47. CCCN1Cc2cccc(C(=O)NCc3ccccc3OC)c2C1=O
48. CCC[C@@H]1C[C@@H](C(=O)N[C@H]([C@@H](C)O)[C@H]2O[C@H](SC)[C@H](O)[C@@H](O)C2O)N(C)C1 (stereo not given in full)
49. Cc1ccc2c(C(=O)CN3CCN(c4ccccc4)CC3)c(C)[nH]c2c1
50. CN1CC(=O)N(CC(=O)Nc2ccc(SC(F)F)cc2)C1=O
51. C=CCNC(=S)N/N=C/c1ccc(-c2cc(Cl)ccc2Cl)o1
Assay by compound,41,42,43,44,45,46,47,48,49,50,51
bIAP activator,1,1,1.2,0.9,0.9,1.2,1,1,1,1.1,0.8
bIAP inh,3,-4,-16,9,8,-20,-4,-1,5,-9,17
ROMK primary,0.99,0.34,nt,1.3,0.75,nt,2,nt,nt,0.21,nt
PPARg SRC1 recr,-4,-10,-4,4,1,2,-1,2,10,-1,8
PPARg SRC3 recr,1,-1,-4,2,-1,-1,1,-1,-1,2,5
PPARg SRC2 recr,-3,8,-4,6,-5,4,1,0,16,4,0
S1P3 antag,-16,-2,11,7,7,-18,nt,4,-17,-5,nt
TLR4 MyD88 comp,-9,1,-7,-13,6,-13,4,-1,-10,8,1
Lmaj promast,17,7,-8,3,0,-2,3,0,-2,-8,5
TR-FRET SRC-2 ct,1640,1444,1421,1630,1325,1522,1545,1458,1550,1351,1538
DTT redox prof,-0.2,-0.4,0.2,-0.7,0.1,-0.1,0.1,0.1,0.7,-0.2,-1.6
